PLK1 PBD inh: Plk1 (human) PBD binding inhibition. hit rate 0.13% among 97,000. P53350. Plk1 PBD phosphopeptide binding, fluorescence polarization. inhibition, %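 (tested at about 20 µM)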; in the data active = inhibition above about 34%, passing the limit was not always enough
PLK1 inh: inhibitors of human PLK1 kinase; inhibition, % at 10 µM; AID 619; hit rate 0.53% among 97,000; recombinant PLK1 kinase, TR-FRET peptide phosphorylation; P53350;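 active = inhibition of 50% or more in the single-concentration screen; inactive = inhibition below 50%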;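 note: 0% = DMSO max control and 100% = H-89 dihydrochloride min control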
PTPN22 act: activators of human LYP (PTPN22) phosphatase; hit rate 0.11% among 96,000; recombinant LYP, DiFMUP fluorescence; 0 = plate median, 100 = signal doubled; activation, % at 2 µM; Q9Y2R2;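 active = activation at 2 µM above a set limit, the mean plus 5 SD, cut at about 37% in these data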
EphB4 ephrin blk: antagonists of human EphB4-ephrin-B2 interaction | P54760 | EphB4 LBD / TNYL-RAW-Alexa532 peptide, fluorescence polarization | inhibition, % at 7 µM | hit rate 0.15% among 97,000 | AID 720;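 active = inhibition above the screen-wide mean inhibition plus 3 SD, cut at about 15% in these data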;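 note: 0% = DMSO wells and 100% = excess unlabeled TNYL-RAW peptide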
Target sequence (P54760 whole entry, looked up, the tested form may be a part): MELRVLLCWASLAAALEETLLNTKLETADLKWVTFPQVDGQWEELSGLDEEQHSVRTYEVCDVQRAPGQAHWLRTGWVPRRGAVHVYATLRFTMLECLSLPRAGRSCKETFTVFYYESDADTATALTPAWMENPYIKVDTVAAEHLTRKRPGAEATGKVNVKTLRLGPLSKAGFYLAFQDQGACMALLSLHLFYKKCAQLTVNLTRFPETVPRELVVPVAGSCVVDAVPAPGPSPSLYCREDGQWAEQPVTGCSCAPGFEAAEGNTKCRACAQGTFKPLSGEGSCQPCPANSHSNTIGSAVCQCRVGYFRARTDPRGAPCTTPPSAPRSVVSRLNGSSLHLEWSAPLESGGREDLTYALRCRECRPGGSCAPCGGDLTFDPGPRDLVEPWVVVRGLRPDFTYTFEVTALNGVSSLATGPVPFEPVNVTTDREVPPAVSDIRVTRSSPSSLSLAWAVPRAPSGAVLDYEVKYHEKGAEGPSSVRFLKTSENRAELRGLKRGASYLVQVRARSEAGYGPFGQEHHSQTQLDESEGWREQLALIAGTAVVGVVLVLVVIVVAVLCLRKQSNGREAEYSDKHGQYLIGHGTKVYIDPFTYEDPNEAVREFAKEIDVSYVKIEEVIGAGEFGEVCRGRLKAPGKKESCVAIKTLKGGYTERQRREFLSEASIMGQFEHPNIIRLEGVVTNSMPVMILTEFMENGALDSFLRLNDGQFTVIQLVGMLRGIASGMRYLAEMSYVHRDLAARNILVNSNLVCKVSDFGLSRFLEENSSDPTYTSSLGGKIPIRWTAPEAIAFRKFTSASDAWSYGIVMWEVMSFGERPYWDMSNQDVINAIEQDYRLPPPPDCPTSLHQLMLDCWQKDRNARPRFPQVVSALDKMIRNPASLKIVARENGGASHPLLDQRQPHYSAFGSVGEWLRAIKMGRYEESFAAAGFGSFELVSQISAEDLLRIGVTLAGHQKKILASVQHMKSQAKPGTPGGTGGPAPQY
Rev-RRE block: HIV Rev-RRE protein-RNA interaction inhibition; P05866; Rev peptide-RRE RNA binding, FRET; inhibition, % at 8 µM; hit rate 0.79% among 97,000; AID 704;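 active = inhibition above the screen-wide mean plus 3 SD, cut at about 35% in these data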;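 note: 0% = median DMSO wells and 100% = median Neomycin B control wells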
Target sequence (P05866 whole entry, looked up): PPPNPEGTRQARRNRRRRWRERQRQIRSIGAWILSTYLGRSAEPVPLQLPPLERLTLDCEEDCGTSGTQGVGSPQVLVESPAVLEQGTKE
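Test system: Cy5-tagged RRE RNA duplex with fluorescein-tagged Rev peptide | Read-out: % inhibition of FRET ratio versus controls | Probe or stimulus: Labelled Rev peptide | Incubation: 5 min RNA-compound premix plus 15 min binding step, 25 °C | Technique: FRET fluorescence readout | Benchmarks: DMSO low control, neomycin B high control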
LYP inh 2: blocks human PTPN22 phosphatase activity | recombinant LYP catalytic domain, DiFMUP fluorescence | inhibition, % at 2 µM | hit rate 0.21% among 96,000;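 active = inhibition at 2 µM at or above a set limit, the screen mean plus 3 SD, cut at about 24% in these data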;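 note: 0% = DMSO with enzyme and 100% = enzyme fully blocked by orthovanadate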
Pyk2 oligo antag: blocks oligomerization of human Pyk2 in cells; Q293 cells, Pyk2 FERM NanoBiT luminescence; hits give low values; z-score (the deposit names both 25 µM and 10 µM); hit rate 0.83% among 99,000;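 active = Z-score of -3 or lower, scaled per plate to the spread of control and sample wells; inactive = z-score above -3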;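 note: negative z-score means lost luminescence so less FERM oligomerization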
FAK blocker: blocks human focal adhesion kinase activity; AID 727; inhibition, %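 (tested at 7 µM)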; hit rate 0.84% among 97,000; biochemical FAK kinase activity assay; Q05397; in the data active = inhibition above about 19%;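 note: 0% = DMSO and 100% = reference compound high control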
cytoskel mod: cytoskeleton assembly modification; HUVEC TNFa F-actin phalloidin imaging, high content; inhibition, % at 2 µM; hit rate 0.18% among 91,000;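 active = inhibition above the batch mean plus 3 SD and confirmed as a hit by visual image inspection, cut at about 30% in these data, passing the limit was not always enough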; note: strong numbers were not always called active
An asterisk follows results filed as active; · = no result given; [ ] = another dose, or the depositor's remark. Not a hit list. About 3.5% of those tested had a hit in this group.

SMILES	PLK1 PBD inh	PLK1 inh	PTPN22 act	EphB4 ephrin blk	Rev-RRE block	LYP inh 2	Pyk2 oligo antag	FAK blocker	cytoskel mod
COc1ccc(CC(=O)c2ccccc2C(=O)O)cc1	-21	-25	-9	2	5	9	0.13	4	0
COc1ccc(C(=O)c2sc(Nc3ccccc3)c(C(=O)Nc3ccc(OC)c(OC)c3)c2N)cc1	12	-10	-11	-3	-8	9	-0.69	0	-12
Cc1nn(C)c(C)c1CN(C)C(=O)c1cc2n(n1)C(C(F)(F)F)CC(c1cccs1)N2 (stereo not given)	-14	-6	7	7	6	-4	-0.23	1	-8
CC1(C)CC(=O)c2cnc(NC(=O)CSc3nc4ccccc4o3)nc2C1	15	-14	-15	1	2	14	1.1	-2	-4
Cc1nc2cc(N3CCN(C)CC3)c(NC(=O)Cc3ccccc3)cc2c(=O)n1Cc1ccccc1	22	3	1	-1	7	-3	-1.5	-4	-13
CCOC(=O)c1cnc(SCC(=O)Nc2ccc(NC(C)=O)c(OC)c2)nc1N	-31	-9	-6	-1	1	4	0.42	-3	20
CCn1c(SCC(=O)Nc2nc(-c3ccccc3)cs2)nnc1-c1ccccc1O	-8	-11	-1	5	9	0	-3.1*	2	-16
CCC1CC2(C)NC(=O)c3c(sc4c3CC(C)(C)OC4)N2C1=O (stereo not given)	-6	7	-7	-1	7	6	-0.54	3	-25
O=C(NCCC1=CCCCC1)N[C@@H](Cc1ccccc1)C(=O)O	-15	-4	12	-9	-5	-7	0.62	-8	·
CCN(CC)S(=O)(=O)c1cc(C(=O)O)c(Cl)cc1Cl	-19	-6	4	2	11	-2	0.11	-2	·
CCCCn1nnnc1SCC(=O)Nc1ccc(N(C)C)cc1	-9	-9	2	-5	-4	1	-0.08	3	-42
CN(c1ccc(C(=O)NCc2ccc3c(c2)OCO3)cc1)S(C)(=O)=O	5	-8	3	-5	5	-8	2.3	3	-21
CC1C2CC(CC1(C)C)N(C(=O)Nc1ccc3nccnc3c1)C2 (stereo not given)	-6	6	-3	-3	4	0	-2	0	-5
CC(C)C(NC(=S)NCc1ccccc1)C(=O)O (stereo not given)	-25	1	-1	-4	2	3	-0.9	1	-1
O=C(COc1ccc(Cl)cc1Br)NNC(=O)C(=O)N1CCCCC1	5	-14	-10	1	0	15	2	-4	29
CCOC(=O)Nc1ccc2c(c1)N(C(=O)OC)c1ccccc1CC2	20	6	-10	4	3	9	-1.4	8	-17
Cc1ccccc1NC1=C(Cl)C(=O)OC1OC(C)C (stereo not given)	4	-15	-2	5	-1	0	1.9	-2	17
COc1ccc(C2=NOC(C(=O)NCc3ccco3)C2)cc1OC (stereo not given)	23	-7	-7	2	-2	4	-0.19	-7	-14
COC(=O)C(C(=O)Nc1ccccc1C)C1CCCC1 (stereo not given)	-6	-3	0	3	2	1	0.35	9	-26
CCN1C(=O)/C(=C/N(C)c2ccccc2)OC1=S	-3	-9	-9	2	6	2	-0.79	-2	-10

Whole records, quoted from the list. Values in the order: PLK1 PBD inh	PLK1 inh	PTPN22 act	EphB4 ephrin blk	Rev-RRE block	LYP inh 2	Pyk2 oligo antag	FAK blocker	cytoskel mod
Record of COc1ccc(C(=O)c2sc(Nc3ccccc3)c(C(=O)Nc3ccc(OC)c(OC)c3)c2N)cc1 → 12	-10	-11	-3	-8	9	-0.69	0	-12
Record of Cc1ccccc1NC1=C(Cl)C(=O)OC1OC(C)C (stereo not given) → 4	-15	-2	5	-1	0	1.9	-2	17
Record of COC(=O)C(C(=O)Nc1ccccc1C)C1CCCC1 (stereo not given) → -6	-3	0	3	2	1	0.35	9	-26

Remaining list, next part.
SMILES	PLK1 PBD inh	PLK1 inh	PTPN22 act	EphB4 ephrin blk	Rev-RRE block	LYP inh 2	Pyk2 oligo antag	FAK blocker	cytoskel mod
Cc1c(Cl)cccc1NC(=O)CN1C(=O)CSc2ncccc21	-15	8	2	4	6	-5	·	-7	19
CCOC(=O)Cc1csc(NC(=O)CSc2nnc(-c3ccncc3)n2Cc2ccco2)n1	-12	-8	-6	0	8	5	0.83	-2	-9
COc1ccc(C(=O)/C=C/Nc2cc(C)on2)cc1	13	3	-1	1	0	1	1.7	0	5
O=C(Oc1cc(-c2ccccc2)no1)c1ccc(F)cc1	10	-9	1	-4	13	-1	0.49	-3	-7
O=C1c2ccccc2C(Nc2ccc(Cl)cn2)N1c1cccnc1 (stereo not given)	12	-18	5	-5	4	-8	·	0	-6
COc1cc2c(cc1OC)-c1cc(NCc3ccccn3)nc(=O)n1CC2	3	-8	5	-13	12	-6	1.3	-1	-3
Cc1ccccc1CSc1nsc(N)n1	-3	-11	1	6	9	2	-0.31	0	13
CCOc1ccc(NC(=O)N(CCN2CCOCC2)Cc2ccc3c(c2)CCCN3CC)cc1	-16	-2	7	-1	-3	-10	0.97	2	13
c1ccc2c(c1)NC1(CCCCC1)n1c-2nc2ccccc21	-12	6	9	-4	0	-12	-0.95	-6	12
O=C1OC(N2CCN(C(=O)c3ccco3)CC2)c2ccccc21 (stereo not given)	1	-1	11	-4	3	-15	0.06	1	·
COc1ccc(NC(=O)CSc2c(C)nn(-c3nnc(C)c(=O)[nH]3)c2C)cc1	20	-4	1	10	7	-3	0.52	-2	-2
O=C(NCc1ccc(F)cc1)C(c1cccs1)N(C(=O)c1csnn1)C1CC1 (stereo not given)	18	-14	2	-10	1	-3	0.41	-2	-4
O=C(c1cc(-c2ccccc2O)on1)N1CCCC1	14	-10	0	2	8	0	·	0	6
CCOC(=O)c1cc(NC(=O)N2CCCCC2)c(C)nc1C	29	-6	-5	3	3	2	-0.64	1	-1
CCCC(=O)Nc1nc(C)c(-c2csc(Nc3ccccc3OC)n2)s1	4	-8	-5	7	2	8	·	3	16
Cc1ccc(CNC(=O)CCS(=O)(=O)c2ccc(Br)s2)o1	-31	-16	1	11	5	3	2	2	10
Cc1noc(C)c1C(=O)Nc1sc2c(c1C(N)=O)CCCCC2	-3	-13	6	-2	-1	-12	0.47	-1	3
CCCCOC(=O)CSc1nnc(-c2cc(OC)c(OC)c(OC)c2)o1	-2	2	-4	2	4	2	0.58	-1	22
CCOC(=O)c1[nH]c(C)c(C(=O)N2CCN(c3ccc(F)cc3)CC2)c1C	4	-6	0	0	10	0	0.09	-2	-6
CCOC(=O)C1CCN(CC(=O)Nc2c(C(=O)OC)[nH]c3cccc(C)c23)CC1	-9	-14	12	-13	-4	-14	0.59	-3	-11
COc1ccccc1N=C1SC(C(=O)Nc2ccc(F)cc2)CC(=O)N1C (stereo not given)	-11	-5	4	5	6	-4	0.37	0	-2
CCOC(=O)c1c(N)sc(C(=O)N2CCCC(C(N)=O)C2)c1C (stereo not given)	-12	2	2	-12	1	-5	0.58	-1	-8
CCN(CC)c1ccc(NC(=O)C2CCCN(S(=O)(=O)c3cnc[nH]3)C2)c(C)c1 (stereo not given)	1	-4	0	1	-1	-3	·	-3	10
CC(NC(=O)OC(C)(C)C)C(=O)N1CCCC1C(=O)NC(Cc1ccccc1)C(N)=O (stereo not given)	-2	-19	4	13	2	1	1.7	5	·
COc1cc2[nH]c(=O)c(C(=O)NCCCN3CCCCC3)c(O)c2cc1OC	-11	6	-12	9	-2	9	0.24	4	-9
O=C(Cn1[nH]c(=O)c2ccccc2c1=O)Nc1ccc(-c2nnc3n2CCCCC3)cc1	-22	-5	6	5	6	-8	0.71	-2	-1
CC(C)NC(=O)c1ccccc1-c1ccccc1	-28	-1	-3	-8	6	4	0.76	2	·
Cc1ccc(-n2nnc3c(SCC(=O)N4CCN(c5ccccc5)CC4)ncnc32)cc1	-8	-12	-6	-11	-2	4	·	-1	3
Cc1cc(C)cc(OCC(=O)N(Cc2cccs2)C2CCS(=O)(=O)C2)c1 (stereo not given)	8	-4	9	-1	10	-10	-0.72	0	23
O=c1c(F)cn(C2CCCO2)c(=O)n1Cc1ccccc1Cl (stereo not given)	-13	-7	5	6	6	-5	1.2	-1	-2
O=C1C=C(c2ccc(Cl)cc2)C(=O)N1Nc1ccccc1	-5	-16	7	-1	0	-5	-0.15	0	·
Cc1nc(C)c2c(c1C(F)(F)F)-c1ccccc1C2(F)F	-10	-4	7	-4	4	-2	-0.03	-2	·
CCCNS(=O)(=O)c1ccc(OCC(=O)Nc2ccccc2F)cc1	-1	-3	14	-3	-5	-9	0.82	-4	·
CCN(CC)c1ccc2cc(-c3nc4ccccc4n3C)c(=O)oc2c1	-11	-36	-6	0	132*[fluorescence artefact?]	5	-1.4	-3	-23
O=C(NC1CC1)c1cc(=O)c2ccccc2o1	-7	-4	-6	3	6	9	-0.24	-2	-25
CCn1c(=O)cc(OCC(=O)Nc2cccc(C)n2)c2ccccc21	-14	-2	-6	5	2	6	-0.05	0	0
CCC(=O)Nc1ccc(C(=O)N/N=C/c2cccnc2)cc1	-7	-23	0	-14	-1	3	1.1	-4	20
CCNC(=O)C(C)Sc1ccc(Cl)cc1 (stereo not given)	-15	-8	-6	-5	6	8	-0.25	-1	5
COc1cc(C(=O)NCc2nnc(SCC(=O)N3CCc4ccccc43)o2)cc(OC)c1OC	-21	-2	0	6	6	4	0.7	9	8
CCOc1nc(OCC)nc(-n2cc(-c3ccccc3)nn2)n1	3	-5	-3	4	6	1	0.4	-2	56
O=C(Cc1cccs1)Nc1nnc(COc2ccccc2)s1	9	-8	-4	6	12	4	0.31	1	12
COc1ccc(S(=O)(=O)NCc2ccc3c(c2)OCO3)cc1C(=O)O	-19	-10	1	7	10	3	-0.78	4	·
Cc1ccccc1Cn1c(=O)n(Cc2ccco2)c(=O)c2ccccc21	-7	-13	-6	2	3	5	-0.08	-3	-6
O=C(CSc1nnnn1-c1ccc(Cl)cc1)NC(=O)Nc1ccc2c(c1)OCCO2	7	5	2	-4	9	2	0.51	0	16
COc1ccc(N(CC(=O)Nc2ccc3c(c2)OCO3)S(C)(=O)=O)c(OC)c1	-10	-7	4	-3	3	-6	0	0	-14
CC(/C=N/NC(=O)c1ccncc1)=C\c1ccc(C(C)C)cc1	2	-7	0	-1	-2	2	-2.3	0	2
CN(C)/C=C(/C(=O)c1ccc(Cl)cc1Cl)S(=O)(=O)c1ccc(Cl)cc1	-13	-4	-1	-1	-1	3	0.81	-2	-17
N#Cc1c(NC(=O)C2CC(c3ccccc3Cl)=NO2)sc2c1CCC2 (stereo not given)	-11	-8	-7	-4	9	9	-0.85	1	-14
Cc1cc(-n2nc(C)cc2C)n2nc(C)c(-c3ccc(Cl)cc3)c2n1	-16	-8	-3	-2	1	4	0.76	0	-3
Cc1cc2ncn(-c3ncnc4scc(-c5ccccc5)c34)c2cc1C	-8	-2	4	2	8	-1	-1.2	-2	-3
CCCc1cc(=O)[nH]c(SCC(=O)N(C)CC(=O)Nc2ccc(C)cc2)n1	10	-9	-3	2	-2	2	-1.6	0	55
O=S(=O)(NCc1ccccc1)c1ccc(S(=O)(=O)N(Cc2ccccn2)C2CCCC2)cc1	-6	-3	0	0	15	0	-0.35	0	8
O=C(Nc1cccc(C(F)(F)F)c1)c1ccc(Cn2cc(Br)cn2)o1	-4	0	-10	2	18	11	-1.3	-1	1
COc1ccc(OC)c(NC(=O)C2CCN(c3cc(-c4ccccc4)nc4ncnn34)CC2)c1	1	-17	-3	-1	8	3	-1.6	2	2
COC(=O)c1ccc(CNC(=O)CSc2nnc(COc3ccccc3)n2C)o1	17	-14	-3	2	-2	2	0.72	-1	21
COC(=O)c1cc(Cl)c(NC(=O)c2cc3ccccc3o2)cc1OC	4	-47	9	5	-1	-6	-0.62	-36	17
CN(C)c1ccc(N=Cc2ccco2)cc1	-34	-6	6	1	-15	-8	-0.71	5	6
